Scp1 inh = Scp-1 (human) phosphatase inhibition | Recombinant Scp1, phosphopeptide, malachite green phosphate absorbance | inhibition, % at 20 µM | actives 0.88% (n = 340,000) | AID 493091;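 active means inhibition above about 50% at 20 µM, limit read from the data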;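 further: plate controls were DMSO wells with enzyme for no effect and wells lacking enzyme for full effect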
Target sequence (Q9GZU7 76-261 limits assumed): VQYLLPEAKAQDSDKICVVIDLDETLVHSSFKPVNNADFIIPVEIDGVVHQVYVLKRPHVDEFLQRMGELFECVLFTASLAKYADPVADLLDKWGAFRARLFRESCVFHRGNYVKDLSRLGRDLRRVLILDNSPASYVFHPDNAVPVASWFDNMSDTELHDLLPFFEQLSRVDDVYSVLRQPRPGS
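assay system = SCP-1 phosphatase catalytic domain, residues 76-261 | buffer or medium = 50 mM Tris acetate pH 5.5, 0.005% Tween-20, 10 mM MgCl2 | incubation = enzyme reaction 45 min at room temperature, colour 5 min, stabilisation 30 min | signal = Phosphate-binding colour reagent, absorbance read at 630 nm | measure = % inhibition at 20 µM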
LMPTP block = blocks human LMPTP phosphatase; inhibition, % at 20 µM; actives 0.22% (n = 360,000); recombinant LMPTP-A, OMFP fluorogenic substrate, fluorescence intensity;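 active means compounds that cut the enzyme signal by at least half of the control window in the single-dose screen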;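 further: plate controls were DMSO wells with enzyme plus substrate for no effect and substrate without enzyme for full effect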
Target sequence (P24666 whole entry, looked up): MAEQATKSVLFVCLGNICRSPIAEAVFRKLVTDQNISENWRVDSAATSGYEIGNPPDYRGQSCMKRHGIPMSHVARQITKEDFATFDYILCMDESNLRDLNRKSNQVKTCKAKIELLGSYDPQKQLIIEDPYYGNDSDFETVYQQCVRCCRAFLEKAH
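Material: LMPTP-A; amount: 0.625 nM enzyme; doses: single 20 µM dose; times: reaction 50 min, room temperature, dark; technique: fluorescence intensity of OMFP turnover product; benchmarks: no-enzyme and uninhibited controls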
Rpn11 inh = Rpn11 (human) deubiquitinase inhibition. O00487. human 26S proteasome, Ub4-pepOG fluorescence polarization; 20S core pre-blocked with epoxomicin. calls only at 20 µM. actives 0.59% (n = 360,000). AID 588493;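 active means inhibition at 20 µM, scaled to each plate's controls, above about 33%, limit read from the data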
Target sequence (O00487 whole entry, looked up): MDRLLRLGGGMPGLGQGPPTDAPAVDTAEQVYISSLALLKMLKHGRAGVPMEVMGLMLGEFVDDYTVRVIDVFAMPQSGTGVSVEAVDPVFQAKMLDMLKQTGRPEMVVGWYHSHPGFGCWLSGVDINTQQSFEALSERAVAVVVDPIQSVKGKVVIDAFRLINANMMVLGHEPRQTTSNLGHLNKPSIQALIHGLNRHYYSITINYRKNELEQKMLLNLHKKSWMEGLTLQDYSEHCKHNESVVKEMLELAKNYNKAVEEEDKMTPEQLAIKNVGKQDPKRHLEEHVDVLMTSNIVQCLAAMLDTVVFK
Rin1-Abl PPI inh = inhibitors of human Rin1-Abl protein interaction | TR-FRET Rin1/Abl binding, biochemical | AID 588664 | P00519+Q13671 | inhibition, % at 7.35 µM | actives 0.4% (n = 360,000); in the data active means inhibition above about 5%, passing the limit was not always enough
STEP inh = STEP (human) phosphatase inhibition; inhibition, % at 20 µM; P54829; recombinant STEP, OMFP fluorogenic substrate, fluorescence; actives 0.25% (n = 360,000);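 active means inhibition at 20 µM, scaled per plate between control wells, above about 37%, limit read from the data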;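 further: 0% = DMSO with enzyme and substrate and 100% = substrate only without enzyme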
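Assay system: isolated STEP enzyme / Timing: 20 min at room temperature, dark / Doses: 20 µM, 1% DMSO / Technique: fluorescence intensity, excitation 480 nm, emission 540 nm / Reagent: fluorogenic phosphatase substrate OMFP at 25 µM final / Measure: percent inhibition scaled to no-enzyme and uninhibited-enzyme controls, plate-pattern corrected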
CSN deneddyl inh = CSN deneddylation inhibition | Purified CSN, SCF-Nedd8-OG deneddylation, fluorescence polarization | inhibition, % at 12.5 µM | Q92905 | actives 0.38% (n = 360,000);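 active means pattern-corrected inhibition above about 35%, with an unprinted fluorescence ratio check between 0.5 and 1.5, limit read from the data, passing the limit was not always enough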;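 further: 0% = enzyme with substrate and 100% = substrate without enzyme; some results filed as inactive read as strong as hits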
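Test system: Human Csn5 produced in HEK293T cells | Compound: 12.5 µM single point | Times: 90 min, room temperature | Signal: Fluorescence polarization readout | Read-out basis: % inhibition of substrate cleavage by Csn5 | Controls: no-enzyme wells high, enzyme-with-substrate wells low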
DNMT1 block = blocks human DNA methyltransferase DNMT1 | P26358 | DNMT1 molecular beacon, Hinp1I cleavage, fluorescence | inhibition (reported as % activation of signal), % at 10 µM | actives 0.83% (n = 360,000) | AID 588458; in the data active means inhibition above about 50%
NadD block = inhibitors of Staphylococcus aureus NadD; purified NadD enzyme, colorimetric absorbance read-out; actives 0.78% (n = 360,000); AID 602399; inhibition, % at 20 µM; in the data active means inhibition above about 26%; further: some compounds past the cut are filed as inactive
SUMO1 PPI mod = alters human SUMO1 binding to SIM partners. P63165. SUMO1 binding to a labelled peptide, TR-FRET, 1 h. inhibition, % at 20 µM. actives 0.33% (n = 360,000). AID 602429; in the data active means inhibition above about 37%
Target sequence (P63165 whole entry, looked up): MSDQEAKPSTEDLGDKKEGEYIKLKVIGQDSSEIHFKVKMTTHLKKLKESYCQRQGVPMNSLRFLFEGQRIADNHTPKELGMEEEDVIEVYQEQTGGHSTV
Neddylation inh = cullin neddylation inhibition; P61081+Q13564; TR-FRET cullin neddylation, biochemical; calls only at 25 µM; actives 0.58% (n = 360,000); AID 651699; in the data active means inhibition above about 36%
* marks the source's active call; other numbers are inactive results; i = inactive; nt = not tested or not shown; + = active, no number.

SMILES	STEP inh	Scp1 inh	CSN deneddyl inh	LMPTP block	Rin1-Abl PPI inh	SUMO1 PPI mod	NadD block	DNMT1 block	Neddylation inh	Rpn11 inh
CC(C)Cc1ccc(C(C)CC2=CCC(CN(C)C)C2=O)cc1 (configuration not stated)	4	-8	5	1.4	5	21	-8	44	i	i
NC(=S)N/N=C/c1ccc(-c2ccc([N+](=O)[O-])cc2)o1	-1	3	3	2.3	-4	-4	33*	-15	i	i
CCC(=O)Nc1cc2c(cc1C(=O)c1ccccc1)OCCO2	-4	-6	-1	-0.3	0	-5	-6	0	i	i
COc1ccc(C2CCCN2C(=S)Nc2cccc(Cl)c2C)cc1OC (configuration not stated)	3	-13	0	-1.3	-2	-5	-5	-1	i	i
O=C1CN(C(=O)/C=C/c2ccc(Cl)cc2Cl)CCN1	3	-7	-2	0.8	3	-9	-2	-3	i	i
CC1CCN(C(=O)CSc2nc(C(C)C)nc3c2c(=O)n(C)c(=O)n3C)CC1	0	-5	4	0.5	0	0	5	-1	i	i
Cn1nc(SCc2ccccc2)c(=O)[nH]c1=O	1	nt	1	-0.8	-7	-5	-3	-3	i	i
CCN(CC(=O)Nc1ccccc1C(F)(F)F)C(=O)c1cc(-c2cccs2)nn1-c1ccccc1	1	-1	1	-0.3	0	1	-10	-4	i	i
O=C(CN(CC1CCCO1)C(=O)CNS(=O)(=O)c1ccc(Cl)cc1)NCc1ccc(F)cc1 (configuration not stated)	1	-2	1	-0.5	1	0	-10	1	i	i
COc1ccccc1-c1cnnc(N/N=C/c2ccc(-c3cccc(Br)c3)o2)n1	6	8	-5	2.2	-1	-3	20	47	i	i
CC(C)(C)c1ccc(-c2nnc(N)s2)cc1	2	-3	11	1.4	3	2	-1	2	i	i
COc1cc2c(cc1NC(=O)c1cc(-c3cccnc3)nc3ccc(C)cc13)oc1ccccc12	-2	15	2	4.1	1	2	22	-14	i	i
COC(=O)c1cccc(C(=O)Nc2ccc(C)cc2)n1	-4	-8	-4	-0.9	1	-1	-5	0	i	i
COc1ccccc1C(=O)NCCC(=O)N1CCN(c2ccc(C(F)(F)F)cn2)CC1	1	-7	1	0.6	-1	6	-2	-1	i	i
C/C(=N\NS(=O)(=O)c1ccc(C(C)(C)C)cc1)c1ccccc1	0	0	2	1.7	2	14	0	-1	i	i
CC1=C(C(=O)OCC2CCCO2)C(c2ccsc2)C2=C(CC(C)(C)CC2=O)N1 (configuration not stated)	2	-21	5	-0.8	-1	-8	-3	0	nt	i
COc1ccc([C@H]2CC(=O)C=C(c3ccc4ncccc4c3)C2)cc1	4	8	0	5.7	-4	-23	0	-4	i	i
CCOc1ccc(S(=O)(=O)N2CCC(C(=O)N3CCCCCC3)CC2)cc1C	-1	2	-2	0.7	3	0	1	-1	i	i
COc1ccc(NC(=O)C(=O)Nc2cccc3cccnc23)cc1OC	-2	0	2	-0.4	1	4	-3	30	i	i
O=C(CN1C(=O)C2CCCCC2C1=O)Nc1ccc(S(=O)(=O)Nc2ncccn2)cc1 (configuration not stated)	0	1	-16	-1.5	2	-7	2	-3	i	i
COc1cccc(NC(=S)N2CCC(NC(=O)c3ccco3)CC2)c1	2	1	6	2.9	2	8	4	4	i	i
CC(C)(C)NCc1cc(Cl)ccc1OCc1ccccc1F	1	-3	-3	-0.7	2	-5	-8	6	i	i
CCOC(=O)C1=C(COC(=O)c2cc(S(=O)(=O)N(C)C)ccc2C)NC(=O)NC1C (configuration not stated)	-3	5	0	-1.1	-2	0	-9	5	i	i
CC(C)C[C@H](NC(=O)OC(C)(C)C)c1nnc(SCc2ccccc2)o1	5	-15	-1	-0.6	1	7	-5	-5	i	i
CCc1ccccc1CC1CN(Cc2ccccc2)Cc2ccccc2N1c1ccc(OC)cc1 (configuration not stated)	nt	nt	5	2.6	nt	0	nt	nt	i	nt
COc1cccc(NC(=O)c2nc3ncccn3n2)c1	-4	-4	-5	-1.9	2	10	-3	1	i	i
O=C(c1ccc(COc2ccc(Cl)cc2Cl)o1)N1CCCC1	0	1	-6	0.6	3	2	-5	2	i	i
COc1ccc(S(=O)(=O)Nc2cc3c4c(c2)CCN4C(=O)CC3)cc1	1	-3	3	0.1	-1	1	-1	2	i	i
CC(=O)n1cc(/C=N/NC(=O)c2sc(C)nc2C)c2ccccc21	0	-3	0	0.7	-3	-8	7	-1	i	i
Cc1c(NS(=O)(=O)c2ccc(NC3CCCC3)c([N+](=O)[O-])c2)c(=O)n(-c2ccccc2)n1C	0	9	-16	0.7	0	-26	4	-4	i	i
Cc1sc2ncnc(N3CCCCC3)c2c1C	-2	0	4	0.4	-1	-1	-2	3	i	i
Cc1cc(C)nc(N2CCCC(C(=O)NC(C)C)C2)n1 (configuration not stated)	2	9	1	-0.1	0	3	2	2	i	i
Cc1ccc(S(=O)(=O)Nc2ccc3cn[nH]c3c2)cc1C	-2	8	0	-1.8	2	4	1	-4	i	i
COc1ccc(S(=O)(=O)N2CCC(C(=O)N[C@H](C(=O)NC3CCCC3)C(C)C)CC2)cc1	0	-6	2	-0.7	1	6	-10	2	i	i
CC(CCc1ccccc1)NC(=O)C(=O)Nc1ccccc1 (configuration not stated)	-5	-8	-4	-2.3	-1	-2	-2	1	i	i
FC(F)(F)c1cccc(CN2CCSCC2)c1	0	-8	-2	-1.9	1	2	-7	-2	i	i

Profiles, looked up by structure.
Results for `COc1ccc(S(=O)(=O)Nc2cc3c4c(c2)CCN4C(=O)CC3)cc1` = STEP inh: 1; Scp1 inh: -3; CSN deneddyl inh: 3; LMPTP block: 0.1; Rin1-Abl PPI inh: -1; SUMO1 PPI mod: 1; NadD block: -1; DNMT1 block: 2; Neddylation inh: i; Rpn11 inh: i
Results for `Cc1c(NS(=O)(=O)c2ccc(NC3CCCC3)c([N+](=O)[O-])c2)c(=O)n(-c2ccccc2)n1C` = STEP inh: 0; Scp1 inh: 9; CSN deneddyl inh: -16; LMPTP block: 0.7; Rin1-Abl PPI inh: 0; SUMO1 PPI mod: -26; NadD block: 4; DNMT1 block: -4; Neddylation inh: i; Rpn11 inh: i

Remaining list, next part
SMILES	STEP inh	Scp1 inh	CSN deneddyl inh	LMPTP block	Rin1-Abl PPI inh	SUMO1 PPI mod	NadD block	DNMT1 block	Neddylation inh	Rpn11 inh
CCCOc1ccc(C(=O)C(c2ccccc2)N2CCOCC2)cc1 (configuration not stated)	-2	-2	-2	0.2	1	0	-1	2	i	i
Cc1ccccc1Nc1c(-c2cccnc2)nc2ccccn12	-1	4	2	3.4	1	0	-3	5	+	i
Cc1nnc(SCC(=O)N2CCCC2)n1-c1ccc(F)cc1	-3	-3	27	3.2	1	5	-3	-1	i	i
CCc1ccc(-c2nc(SCC(=O)NC3CCCC3)n[nH]2)cc1	-1	-5	-2	-0.4	-2	-4	-6	0	i	i
Cc1ccc(S(=O)(=O)N2C[C@H]3N(C(=O)OC(C)C)N(C(=O)OC(C)C)C[C@H](OC(=O)NCc4ccccc4)[C@@]3(O)C2)cc1	-1	nt	5	0.7	-1	-4	-4	-1	i	i
CC1CC(C)CN(C(=O)C2CCN(S(=O)(=O)c3cccc4cccnc34)CC2)C1 (configuration not stated)	0	-1	4	0.1	5	-3	7	-1	i	i
Cc1ccc(NC(=O)CSc2nnc(C(F)(F)F)n2C)cc1[N+](=O)[O-]	2	-4	-2	-2.3	-1	-7	0	-1	i	i
O=C(O)Cc1ccc(NC(=O)C2CCCCC2C(=O)O)cc1 (configuration not stated)	-2	5	0	1.0	0	4	2	4	i	i
O=C(NCCc1nc2ccccc2[nH]1)/C(=C/c1ccc2c(c1)OCO2)NC(=O)c1ccccc1Cl	0	-8	-1	0.3	1	-4	4	-1	i	i
O=C1CCC(C(=O)N2CCOCC2)CN1Cc1cccc(C(F)(F)F)c1 (configuration not stated)	-3	-4	-5	-2.2	3	-4	-6	4	i	i
CCNC(COC(=O)c1ccc([N+](=O)[O-])cc1)C1CCCCC1 (configuration not stated)	-3	5	0	-0.8	-1	-42	3	-1	i	i
CCn1c(C)c(P(=O)(N2CCOCC2)N2CCOCC2)c2ccccc21	-3	-1	-7	-0.4	2	2	-1	0	i	i
O=c1[nH]c(/C=C/c2cccc([N+](=O)[O-])c2)c([N+](=O)[O-])c(=O)[nH]1	6	3	10	-1.1	-2	4	-1	18	i	i
COc1ccc(/C=N/NC(=O)c2ccc(NC(=O)c3ccccc3Br)cc2)cc1	-1	6	-14	0.2	0	-2	8	5	i	i
Cc1cccc(-c2cc(C(=O)Nc3sc(C)c(C)c3C(N)=O)c3ccccc3n2)c1	1	6	3	-0.5	2	0	19	-7	i	i
O=C(O)c1ccc(N=Nc2c(O)[nH]c3ccccc23)cc1	2	-3	-1	0.3	-4	-11	-4	1	i	i
Cc1cccc(N/C=C/C(=O)c2cccs2)c1C	-1	-6	-1	1.3	-3	-20	2	6	i	i
COc1ccc(C/C(N)=N/n2cnnc2)cc1Cl	-3	0	0	-0.2	1	-2	0	4	i	i
CCCCN(C(=O)c1ccc(OC(F)(F)F)cc1)c1c(N)n(CCC)c(=O)[nH]c1=O	0	2	-10	-3.3	-1	-2	-1	1	i	i
O=C(CSc1nc2c(c(=O)[nH]1)CCC2)Nc1ccc(F)cc1	0	-2	4	-1.1	0	3	-6	2	i	i
